# Assay outcomes: PubChem, Broad Institute
# FN deposit inh – inhibitors of fibronectin matrix deposition, primary screen, AH1F cells, Alexa488-fibronectin fluorescence, plate reader; AH1F fibroblasts, overnight; actives 0.086% (n = 350,000); inhibition, % at 12.6 µM;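 active means mean inhibition across replicates of 30% or more, regardless of how many single replicates reach that level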;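 further: positive control wells lacked labelled fibronectin entirely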
#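 Assay system: AH1F fibroblasts assembling fluorescent fibronectin matrix; Amount: 10000 AH1F cells per well; Buffer or medium: DMEM, 2% serum; Probe or stimulus: Alexa488-fibronectin, 24 nM final in well; Doses: single compound dose, delivered by pin transfer; Incubation: 1 h adhesion, overnight exposure; Measured by: fluorescence 485/525 nm; Read-out: fibronectin deposition inhibition.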
# Casp6 inh – human caspase-6 inhibitors, primary screen, biochemical, VEID-R110 fluorescence, single point, set 2. AID 686996, 2013. actives 0.53% (n = 350,000). purified caspase-6, Z-VEID-R110 cleavage fluorescence. inhibition, % at 12.5 µM;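 active means mean inhibition across replicates at least about 35%, with every replicate also reaching that limit, limit read from the data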;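 further: 0% = median of neutral control wells and 100% = no fluorescence left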
# Target sequence (P55212 24-179 limits assumed): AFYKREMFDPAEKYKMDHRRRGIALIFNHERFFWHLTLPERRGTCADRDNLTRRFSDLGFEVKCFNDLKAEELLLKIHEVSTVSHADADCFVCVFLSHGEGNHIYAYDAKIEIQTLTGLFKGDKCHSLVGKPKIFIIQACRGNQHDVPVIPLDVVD
# Target sequence (P55212 194-293 limits assumed): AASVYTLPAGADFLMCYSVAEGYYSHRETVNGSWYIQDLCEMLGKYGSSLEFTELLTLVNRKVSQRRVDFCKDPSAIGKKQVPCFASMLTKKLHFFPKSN
# Cneo AK release – Cryptococcus neoformans cell lysis inducers, primary screen, AK release luminescence, single concentration; AID 651654, 2012; actives 0.2% (n = 360,000); C. neoformans lysis, adenylate kinase release luminescence, 4 h; normalised: neutral wells 0, clomiphene wells 100; lysis activity, % at 15 µM;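 active means mean lysis activity across replicates of at least 80%, whatever share of replicates individually reach that level; inactive means mean lysis activity below 80%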
#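 Test system: log-phase Cryptococcus neoformans yeast cells; Quantity: yeast cell density of 5 × 10^6 cells/mL; Buffer or medium: YPD; Doses: single compound concentration per well; Timing: 4 h at 37 °C static, read 1 h later; Measured by: AK luminescence; Read-out basis: lysis from increased AK signal; Control set: Clomiphene as positive control.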
# LGR2 antag – inhibitors of bursicon-induced LGR2 CRE-luciferase signal, primary screen, cell-based, HEK293, CRE-luciferase reporter, bursicon stimulation; bursicon-stimulated, 4 h; actives 0.35% (n = 380,000); AID 720647, 2013; inhibition, % at 9.99 µM;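 active means drop in luminescence signal, shown as inhibition above about 50% in the replicate tests, limit read from the data, passing the limit was not always enough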;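 further: agonist challenge used bursicon conditioned medium at about half maximal strength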
# miR122 inh – miR-122 Renilla sensor signal increase in Huh7, primary screen, miR-122 inhibitor project, cell-based, single point, plate reader. AID 602342, 2012. activation (reporter increase), % at 12.5 µM. Huh7 miR-122 Renilla luciferase sensor, 48 h; neutral wells = 0, positive control = 100. actives 0.3% (n = 340,000);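 active means mean replicate activation score at least 90 and every replicate individually at or above 90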;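 further: higher luciferase means less miR-122 activity so hits act as miR-122 inhibitors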
# EWS-Fli inh – EWS/Fli-driven NR0B1 reporter inhibitors, primary screen, A673 cells, NR0B1 luciferase, luminescence, MLPCN library. AID 651661, 2012. viability-normalised. inhibition, % at 12.6 µM. actives 0.67% (n = 350,000);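 active means mean inhibition of at least 50% after viability correction, with every replicate also passing that limit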;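 further: firefly luciferase signal divided by Alamar Blue viability fluorescence both relative to DMSO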
# PAX8 reporter – inhibitors of PAX8-driven TPO luciferase reporter, primary screen, RMG-I cells, single concentration | SteadyGlo, 24 h | inhibition, % at 12.6 µM | actives 1.2% (n = 360,000) | AID 652154, 2013;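 active means mean replicate inhibition at least 60% with every replicate also reaching 60%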;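 further: luciferase light reporting Pax8 driven TPO promoter activity; plate controls were median of neutral control wells for no effect and mitoxantrone controls for full effect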
# PGC1a acetyl inh – inhibitors of PGC1a acetylation signal, primary screen, cell-based, U2OS, AlphaScreen, inhibitor mode; AlphaScreen anti-acetyl-lysine; with virally co-expressed GCN5 acetyltransferase; inhibition, % at 15.6 µM; actives 0.17% (n = 350,000);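 active means every replicate shows inhibition of at least 40%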;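 further: 0% = neutral control wells and 100% = positive control wells; some results beyond the cut were filed as inactive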
# Numbers without * were called inactive; . = not tested or not shown; [ ] = remark or other dose.
nr	SMILES	FN deposit inh	Casp6 inh	Cneo AK release	LGR2 antag	miR122 inh	EWS-Fli inh	PAX8 reporter	PGC1a acetyl inh
1	C#Cc1ccc([C@H]2C=C(C(=O)NC3CC3)O[C@@H](OCC)[C@@H]2CCCO)cc1	-1	1	-1	37	-10	1	-5	.
2	C[C@@H]1CCCCO[C@@H](CN(C)S(C)(=O)=O)[C@H](C)CN([C@H](C)CO)C(=O)c2cc(NS(=O)(=O)c3cn(C)cn3)ccc2O1	.	1	1	-23	7[16.7 µM]	3	.	-19
3	COc1ccc(/C=C2\Sc3ccc(C(=O)N4CCOCC4)cc3N(C)C2=O)cc1	-6	4	-5	-3	0	.	17	-42
4	CSc1nnc(SCC(=O)NC(=O)c2ccccc2)s1	3	0	0	10	14	-10	-28	22
5	Oc1ccc(Br)cc1C=Nc1ccc2c3c(cccc13)CC2	-132	-1	.	25	.	23	40	.
6	COC(=O)Nc1ccc(S(=O)(=O)N2CCC(C(=O)N3CCCCC3C)CC2)cc1 (stereo unspecified)	10	1	.	-1	.	-3	5	.
7	COc1ccc(CN2C(=O)c3ccc(C(=O)O)cc3C2=O)cc1	3	-4	-5	-11	38	5	18	-7
8	O=C(CCNS(=O)(=O)c1ccc(Cl)cc1)N1CCCCCC1	0	-2	0	8	6	.	6	.
9	Nc1cc(Cl)ccc1Oc1ccc2ccccc2c1	.	5	.	-22	6	-32	.	14
10	C[C@H](CO)N1C[C@H](C)[C@H](CN(C)S(=O)(=O)c2ccc(F)cc2)Oc2c(NC(=O)Nc3ccc(C(F)(F)F)cc3)cccc2C1=O	.	1	40	.	-2[16.7 µM]	-13	-25	7
11	O=C1NC(=S)S/C1=C\c1cc2ccccc2nc1N1CCCCC1	0	4	5	6	1	19	14	-5
12	CN1C(=O)[C@H]2[C@@H](/C=C/c3ccccc3)N3C(=O)CN(CC4CC4)C(=O)[C@@]3(C)[C@H]2C1=O	5	-2	-3	.	-9	-3	6	1

# Molecules from the list above with an aryl methoxy group:
nr	SMILES	FN deposit inh	Casp6 inh	Cneo AK release	LGR2 antag	miR122 inh	EWS-Fli inh	PAX8 reporter	PGC1a acetyl inh
3	COc1ccc(/C=C2\Sc3ccc(C(=O)N4CCOCC4)cc3N(C)C2=O)cc1	-6	4	-5	-3	0	.	17	-42
7	COc1ccc(CN2C(=O)c3ccc(C(=O)O)cc3C2=O)cc1	3	-4	-5	-11	38	5	18	-7

# Carrying on:
nr	SMILES	FN deposit inh	Casp6 inh	Cneo AK release	LGR2 antag	miR122 inh	EWS-Fli inh	PAX8 reporter	PGC1a acetyl inh
13	O=C(N=c1ccn(-c2nc3ccccc3nc2NS(=O)(=O)c2ccccc2)cc1)c1ccccc1Cl	11	1	0	-14	-9	.	-7	.
14	N#C/C(=C\c1c(N2CCC(C(N)=O)CC2)nc2ccccn2c1=O)C(=O)NC1CCCCC1	2	-6	0	10	13	2	1	4
15	O=C(COC(=O)c1ccccn1)c1ccc([N+](=O)[O-])cc1	-5	-4	3	6	-1	8	-4	-7
16	OC(CNCCc1ccc(Cl)cc1Cl)COc1ccccc1 (stereo unspecified)	2	-7	-1	-11	-8	1	6	3
17	C[C@@H]1CCCCO[C@@H](CN(C)C(=O)CCC(F)(F)F)[C@@H](C)CN([C@@H](C)CO)C(=O)c2cc(NC(=O)Nc3ccccc3)ccc2O1	0	-1	0	5	-5[16.7 µM]	-4	-42	-6
18	Clc1ccc(-c2cc(-c3nnc4n3CCCCC4)c3ccccc3n2)cc1	5	.	-2	2	5	.	27	6
19	CCOC(=O)C1(C)CCCN(C(=O)c2cc(C)oc2C)C1 (stereo unspecified)	5	-4	1	-3	1	5	-20	.
20	Cc1ccc2cc3c(N)c(C(=O)Nc4c(C)[nH]c(=O)[nH]c4=O)sc3nc2c1	.	.	7	-15	-7	.	20	.
21	CC1=C(C)C(OCCCl)N(c2cc(O)c(Cl)cc2F)C1=O (stereo unspecified)	-3	1	.	0	.	1	9	1
22	COc1cc(NC(=O)C(=O)NCCN(C)C)c(OC)cc1Cl	4	-1	.	-2	-5	3	-11	-10
23	O=C(CCN1C(=O)C2CC=CCC2C1=O)Nc1cccc(S(=O)(=O)N2CCCCC2)c1 (stereo unspecified)	3	3	-1	6	5	2	8	3
24	COc1ccc(NC(=O)N(C)C[C@@H]2OCCCC[C@H](C)Oc3ccc(NS(=O)(=O)c4c(C)noc4C)cc3C(=O)N([C@@H](C)CO)C[C@H]2C)cc1	.	-1	.	-1	.	.	-41	1
25	CC(C)(C)OC(=O)C[C@@H]1C/C=C\C[C@@H](CC(=O)NCCO)C(=O)N[C@H](C(C)(C)C)COC1=O	-2	3	16	-4	-3	-5	-16	-5
26	O=C(Cn1cnc2c(nnn2-c2ccccc2)c1=O)NCc1ccc(F)cc1	7	-2	1	6	1	-4	-14	-11
27	CCc1cccc(NS(=O)(=O)c2ccc(-n3cccn3)cc2)c1	-3	0	5	3	60	5	4	-9
28	O=C(CC12CC3CC(CC(C3)C1)C2)N1CCCOC1	-6	.	0	.	1	.	3	.
29	O=C(COc1cccc(C(F)(F)F)c1)NCC(c1ccco1)N1CCCC1 (stereo unspecified)	-8	3	-2	16	0	3	5	-6
30	COc1ccc(Cc2nc3ccc(C(=O)NCc4ncc(C)[nH]4)cc3o2)cc1OC	3	-4	0	7	-8	-9	-8	7
31	COc1ccc2c3c(n(C)c2c1)[C@@H](CO)N(C(C)=O)CC31CCN(Cc2cccnc2)CC1	.	1	.	4	.	2	48	-2
32	CC(=O)Nc1ccc(CN(C)c2c(C)nc3ccc(C(=O)N4CCN(C(=O)c5ccco5)CC4)cn23)cc1	-10	-35	-1	3	4	2	-6	12
33	C[C@@H]1CCCCO[C@@H](CN(C)S(=O)(=O)c2ccc(Cl)cc2)[C@@H](C)CN([C@H](C)CO)C(=O)c2cc(NC(=O)Nc3ccc(F)cc3)ccc2O1	-8	1	-9	-7	-7[16.7 µM]	-7	26	-4
34	O=C(OCc1cccc([N+](=O)[O-])c1)c1cccnc1Cl	10	2	-1	-11	-6	-2	-5	.
35	N#Cc1c(-c2ccccc2)oc(=O)c2ccccc12	2	0	-1	-6	0	3	-5	4
36	NNC(=O)c1csc(CS(=O)(=O)c2ccc(Cl)cc2)n1	-9	-6	2	-3	-4	-2	-3	1
37	O=C(Nc1nc(-c2ccccc2)ns1)c1ccncc1	2	-1	-1	-3	.	-20	-2	4
38	CO[C@@H]1CN(C)C(=O)c2ccc(NC(=O)C3CCCCC3)cc2OC[C@@H](C)N(C)C[C@@H]1C	5	-4	-2	-6	1[16.7 µM]	-3	.	-8
39	CCCCN(C)CCNS(=O)(=O)c1ccc2c(c1)n(C)c(=O)c(=O)n2C	1	-1	0	10	-6	1	5	2
40	COc1ccc(-c2nnc(SCC(=O)c3ccc(O)cc3O)o2)cc1	-4	4	5	-7	.	.	8	.
41	O=c1cc(O)c(-c2cccc(C(F)(F)F)c2)c(Cl)[nH]1	.	1	.	-2	.	6	4	.
42	CO[C@H]1CN(C)C(=O)c2ccc(NS(C)(=O)=O)cc2OC[C@@H](C)N(C(=O)NC(C)C)C[C@H]1C	8	5	-2	16	5[16.7 µM]	1	-7	0
43	c1cc(CNCCNCc2ccncc2)ccn1	4	-3	1	-7	-1	-4	3	.
44	Cc1ccc(S(=O)(=O)N2CCOCC2)cc1NC(=O)COC(=O)Cn1c(C)csc1=O	0	4	0	13	.	8	3	.
45	CCCC#Cc1ccc([C@H]2[C@@H](CO)N(C(C)=O)[C@@H]2CNC(=O)C2CCCC2)cc1	-15	-1	.	-5	.	11	.	.
46	COC(=O)CNC(=O)c1cc(OC)cc(OC)c1	.	5	.	0	.	-6	-18	.
47	CCN(CC)CCNC(=O)CCn1nc(-c2ccc(Cl)cc2)ccc1=O	1	-15	-6	-1	-2	-4	5	.
48	COc1ccc(NC(=O)N(C)C[C@H]2Oc3ccc(NS(=O)(=O)c4c(C)noc4C)cc3CC(=O)N([C@H](C)CO)C[C@@H]2C)cc1	.	-1	-2	-8	2[16.7 µM]	-1	20	-5
49	CC1CCCC(C)N1c1ccc(S(=O)(=O)N2CCOCC2)cc1Cl (stereo unspecified)	-2	2	-3	5	2	14	12	-16
50	COc1ccc(S(=O)(=O)n2c([N+](=O)[O-])cnc2C)cc1OC	1	1	4	-3	1	-9	10	13
51	O=C(Nc1cccc(Cl)c1N1CCCC1)c1ccco1	-4	-1	8	-4	2	10	3	0
52	CC(C)C#Cc1ccc([C@@H]2[C@@H](C#N)N(C(=O)C3CCC3)[C@H]2CO)cc1	1	-1	1	-7	.	-2	14	0
53	CC(C)NC(=O)N(C)C[C@@H]1Oc2c(NS(=O)(=O)c3ccc(F)cc3)cccc2C(=O)N([C@H](C)CO)C[C@@H]1C	0	2	0	-9	-3[16.7 µM]	1	1	-7
54	C[C@H](NC(=O)[C@@H]1[C@@H](CO)[C@@H]2Cn3c(ccc(C4=CCCCC4)c3=O)[C@H]1N2)c1ccccc1	.	-1	0	1	3[16.7 µM]	-2	-8	0
55	COc1cc(-c2cc(O)c(-c3ccc4ccccc4n3)c(=O)[nH]2)cc(OC)c1OC	9	1	.	-12	3	-15	12	9
56	Cc1ccc(C(=O)/C=C2\NCCNC2=O)cc1	4	.	-2	.	4	.	.	4
57	COc1cc(/C(C)=N/NC(=O)CSc2nnc(C)s2)ccc1O	15	-2	2	-3	-13	-3	1	2
58	CCCCC#Cc1cncc(C(=O)N/N=C/c2cccc(OC)c2)c1	6	-5	.	7	.	10	1	.
59	COc1cccc(CN2CCN(C(=O)c3ccc(-c4ccccc4)cc3)CC2)c1	1	1	-2	5	.	-1	7	.

# Compounds from the list above with fluorine, in the order listed:
nr	SMILES	FN deposit inh	Casp6 inh	Cneo AK release	LGR2 antag	miR122 inh	EWS-Fli inh	PAX8 reporter	PGC1a acetyl inh
10	C[C@H](CO)N1C[C@H](C)[C@H](CN(C)S(=O)(=O)c2ccc(F)cc2)Oc2c(NC(=O)Nc3ccc(C(F)(F)F)cc3)cccc2C1=O	.	1	40	.	-2[16.7 µM]	-13	-25	7
17	C[C@@H]1CCCCO[C@@H](CN(C)C(=O)CCC(F)(F)F)[C@@H](C)CN([C@@H](C)CO)C(=O)c2cc(NC(=O)Nc3ccccc3)ccc2O1	0	-1	0	5	-5[16.7 µM]	-4	-42	-6
21	CC1=C(C)C(OCCCl)N(c2cc(O)c(Cl)cc2F)C1=O (stereo unspecified)	-3	1	.	0	.	1	9	1
26	O=C(Cn1cnc2c(nnn2-c2ccccc2)c1=O)NCc1ccc(F)cc1	7	-2	1	6	1	-4	-14	-11
29	O=C(COc1cccc(C(F)(F)F)c1)NCC(c1ccco1)N1CCCC1 (stereo unspecified)	-8	3	-2	16	0	3	5	-6
33	C[C@@H]1CCCCO[C@@H](CN(C)S(=O)(=O)c2ccc(Cl)cc2)[C@@H](C)CN([C@H](C)CO)C(=O)c2cc(NC(=O)Nc3ccc(F)cc3)ccc2O1	-8	1	-9	-7	-7[16.7 µM]	-7	26	-4
41	O=c1cc(O)c(-c2cccc(C(F)(F)F)c2)c(Cl)[nH]1	.	1	.	-2	.	6	4	.
53	CC(C)NC(=O)N(C)C[C@@H]1Oc2c(NS(=O)(=O)c3ccc(F)cc3)cccc2C(=O)N([C@H](C)CO)C[C@@H]1C	0	2	0	-9	-3[16.7 µM]	1	1	-7
